Source: PubChem
RGS8-Gao: human RGS8-Galphao interaction regulation; P09471; multiplexed bead flow cytometry, RGS8-Galphao binding; actives lie on both sides; response (percent of control binding), % at 10 µM; 220,000 compounds, 0.34% hits; in the data active = response below about 60% or above about 140%; inactive = in between;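 note: Galphao activated as the GDP aluminium fluoride complex binding bead-coupled RGS8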
GSH fluor: compound fluoresces at 488/530 nm on GSH beads | 190,000 compounds, 0.25% hits | GSH beads flow cytometry, compound fluorescence 488/530 nm; hits give high values | fluorescence (KMESF) at 10 µM | AID 1776; in the data active = fluorescence above about 89;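 note: glutathione beads carrying GST-tagged Bcl family fusion proteins plus one bare bead set; values are compound well signal with DMSO vehicle wells as background; inactives centre near 16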
ABCG2 inh: human ABCG2 inhibition, ABCB1 as counter-screen | Q9UNQ0 | IgMXP3 cells, JC-1 efflux, flow cytometry | inhibition, % at 6.6 µM | 190,000 compounds, 0.1% hits;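 active = inhibition above 80%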;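 note: 0% = DMSO and 100% = nicardipine control wells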
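test system = two drug-resistant human cell lines, ABCG2 and ABCB1 | amount = 3 million cells/mL final, two lines in 1:1 ratio | reagent = JC-1 transporter substrate | doses = one concentration, 6.6 µM final | incubation = 10 min at 25 °C | signal = flow cytometric JC-1 green MFI at 530 nm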
Avidin bead fluor: compound fluoresces at 488/530 nm on avidin beads; compound fluorescence 488/530 nm, flow cytometry; hits give high values; 220,000 compounds, 0.38% hits; fluorescence (KMESF) at 10 µM; AID 1775; in the data active = fluorescence above about 47; note: inactives centre near 10
RGS4-Gao reg: human RGS4-Galphao interaction regulation; 220,000 compounds, 0.33% hits; P09471; binding response (% of control), % at 10 µM; Multiplexed bead flow cytometry, RGS4-Galphao binding; actives lie on both sides; in the data active = binding response below about 49% or above about 150%; inactive = in between;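 note: fluorescent Galphao activated with aluminum fluoride binding bead-coupled RGS4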
Mcl-1 Bim block: human Bim-Mcl-1 interaction inhibition. Q07820. Bead-based flow cytometry, Bim peptide-Mcl-1 binding. inhibition, % at 10 µM. 190,000 compounds, 0.1% hits; in the data active = inhibition above about 40%;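 note: 0% = no compound tracer wells and 100% = peptide blocker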
Mcl1 Noxa PPI: Mcl-1/Noxa interaction inhibition; 220,000 compounds, 1.5% hits; TR-FRET Mcl-1/Noxa peptide binding, 2 h; inhibition, % at 21.7 µM; Q07820;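 active = compounds that cut the protein-peptide binding signal by more than 50% relative to plate controls in a single-dose test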;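 note: His-tagged Mcl-1 with rhodamine Noxa BH3 peptide and terbium anti-His antibody; 0% = Mcl-1 plus Noxa peptide wells and 100% = peptide-only wells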
ABCB1 block: inhibitors of human ABCB1 transporter, ABCG2 counter-screen. P08183. CCRF-Adr cells, JC-1 efflux, flow cytometry. inhibition, % at 6.6 µM. 190,000 compounds, 0.067% hits. AID 1326; in the data active = inhibition above about 40%;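 note: 0% = vehicle and 100% = reference inhibitor; higher value means more JC-1 retained so stronger ABCB1 efflux block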
Target sequence (P08183 whole entry, looked up): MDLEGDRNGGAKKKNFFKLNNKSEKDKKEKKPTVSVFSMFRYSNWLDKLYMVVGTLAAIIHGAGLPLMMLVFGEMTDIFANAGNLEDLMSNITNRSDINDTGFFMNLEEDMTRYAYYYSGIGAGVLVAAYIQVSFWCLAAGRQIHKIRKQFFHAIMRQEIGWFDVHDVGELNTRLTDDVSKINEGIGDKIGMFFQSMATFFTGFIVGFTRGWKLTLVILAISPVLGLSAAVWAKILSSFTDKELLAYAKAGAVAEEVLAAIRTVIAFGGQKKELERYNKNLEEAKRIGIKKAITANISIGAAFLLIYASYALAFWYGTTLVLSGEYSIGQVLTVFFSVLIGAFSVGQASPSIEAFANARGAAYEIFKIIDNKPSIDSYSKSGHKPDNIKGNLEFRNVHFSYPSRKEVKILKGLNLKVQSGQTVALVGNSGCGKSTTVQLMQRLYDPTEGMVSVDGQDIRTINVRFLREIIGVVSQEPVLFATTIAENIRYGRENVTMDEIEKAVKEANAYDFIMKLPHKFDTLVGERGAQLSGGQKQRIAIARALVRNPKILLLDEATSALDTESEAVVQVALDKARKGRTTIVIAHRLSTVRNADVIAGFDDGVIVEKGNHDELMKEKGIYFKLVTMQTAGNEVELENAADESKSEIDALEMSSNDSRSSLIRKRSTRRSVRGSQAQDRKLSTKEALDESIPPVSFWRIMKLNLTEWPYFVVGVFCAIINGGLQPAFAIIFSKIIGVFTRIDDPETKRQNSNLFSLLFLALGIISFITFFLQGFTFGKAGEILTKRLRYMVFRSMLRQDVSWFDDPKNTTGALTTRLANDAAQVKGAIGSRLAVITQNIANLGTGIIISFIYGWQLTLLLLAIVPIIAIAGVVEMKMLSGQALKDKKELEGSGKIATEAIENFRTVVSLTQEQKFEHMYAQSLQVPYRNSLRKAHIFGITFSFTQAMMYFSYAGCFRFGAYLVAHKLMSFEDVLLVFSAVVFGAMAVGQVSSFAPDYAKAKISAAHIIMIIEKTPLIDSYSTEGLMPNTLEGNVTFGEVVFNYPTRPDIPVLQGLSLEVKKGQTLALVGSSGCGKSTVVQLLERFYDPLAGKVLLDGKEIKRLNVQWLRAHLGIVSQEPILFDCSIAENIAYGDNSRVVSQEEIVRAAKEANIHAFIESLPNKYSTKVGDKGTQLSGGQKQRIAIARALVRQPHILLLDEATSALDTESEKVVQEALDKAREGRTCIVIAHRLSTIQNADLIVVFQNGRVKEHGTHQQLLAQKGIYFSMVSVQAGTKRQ
RGS7-Gao: human RGS7-Galphao interaction regulation; P09471; Multiplexed bead flow cytometry, RGS7-Galphao binding; actives lie on both sides; binding response (% of control), % at 10 µM; 220,000 compounds, 0.35% hits; AID 1439; in the data active = binding response below about 49% or above about 150%; inconclusive = no clear call, values can overlap the other calls; inactive = in between;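 note: fluorescent Galphao held in activated GDP-AlF4 state binding bead-coupled RGS7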
Pf gamet viab: P. falciparum stage V gametocyte viability inhibition | P. falciparum stage V gametocytes, ATP luminescence, 24 h | inhibition, % at 10.9 µM | 150,000 compounds, 0.065% hits | AID 743093;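 active = inhibition above the mean plus 3 SD of compounds within the control limits, set per campaign, cut at about 38% in these data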;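 note: 0% = DMSO wells and 100% = medium only without gametocytes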
Mcl1 Bid PPI: Mcl-1/Bid interaction inhibition; Q07820; inhibition, % at 21.7 µM; 220,000 compounds, 0.97% hits; TR-FRET Mcl-1/Bid-Dy647 peptide binding, 1536-well;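 active = compounds that cut the binding signal by more than half at the single screening dose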;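 note: His-tagged Mcl-1 with europium anti-His antibody binding Bid BH3 peptide; 0% = Mcl-1 plus peptide wells and 100% = peptide-only wells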
Starred values were filed as active, the others as inactive; u = inconclusive; x = not tested or not shown; [ ] = remark or other dose.

Screens in order – RGS4-Gao reg	Mcl1 Bid PPI	ABCB1 block	ABCG2 inh	GSH fluor	Mcl-1 Bim block	RGS7-Gao	Mcl1 Noxa PPI	RGS8-Gao	Avidin bead fluor	Pf gamet viab
COCCNC(=O)c1cc2ncc(Br)cn2n1
 : 104	-95	3.7	8	41	0	99	11	120	5	x
O=C1CCN(C(=O)Nc2cccc(Cl)c2)N1
 : 101	9	0.9	6	35	-2	100	5	104	13	15
N#Cc1ccc(COc2ccc(CCO)cc2-n2nc3ccccc3n2)cc1
 : 95	12	0.6	10	15	-2	98	8	101	9	x
CN(Cc1ccco1)S(=O)(=O)c1ccc2c(c1)CCN2C(=O)CCC(=O)O
 : 119	-14	-0.7	4	21	-3	118	11	118	12	25
CCOC(=O)N1CCC(N2C(=O)c3ccccc3C2Nc2ccc(Cl)cn2)CC1 (centres undefined)
 : 103	-20	-1.2	-2	20	0	105	-3	102	9	x
CCN(CC)C(=O)CN(c1cc2c(cc1OC)oc1ccccc12)S(=O)(=O)c1ccc(C)cc1
 : 101	28	0.9	4	13	-2	102	7	102	38	3
C=CCOC(=O)/C(=C/c1cccnc1)NC(=O)c1ccccc1
 : 102	2	x	x	x	x	u	-14	104	9	22
COc1ccc(-c2nnc(SCC3CCCO3)n2C)cc1 (centres undefined)
 : 103	-16	0.1	2	20	1	101	-3	103	7	x
CC(=O)n1cc([C@H]2C=C(C(=O)NCc3ccccc3)O[C@@H](OCc3ccc(CO)cc3)C2)c2ccccc21
 : 102	4	17	8	19	-4	104	3	100	6	-8
COc1ccc([N+](=O)[O-])cc1/C=N/Nc1nn[nH]n1
 : 98	-20	0.1	0	10	1	95	9	100	23	10
O=S(=O)(c1ccc(Cl)cc1)c1cnc2ccccc2n1
 : 96	34	1.7	8	11	0	99	-6	101	22	x
CN(CC(=O)Nc1ccccc1N1CCOCC1)S(=O)(=O)c1ccc(F)cc1
 : 98	13	1.2	3	14	0	96	-14	100	35	x
O=C1CCNc2c(Cl)cc(Cl)cc21
 : 100	-16	x	x	x	x	u	4	100	3	-20
CCN(CC)C(=O)CSc1nnc(-c2ccccc2)o1
 : 105	-18	0.3	1	8	6	103	19	105	11	x
O=C(O)C1CC=CCC1C(=O)Nc1ccccc1 (centres undefined)
 : 97	-42	0.0	0	12	0	97	10	98	7	7
CCN(CC)CCCNC(=O)Cn1nc(-c2ccccc2)ccc1=O
 : 103	-11	0.8	3	11	-2	104	10	99	43	14
CCn1nnnc1NC(=O)c1cc(OC)c(OC)c(OC)c1
 : 99	-18	0.5	3	10	1	94	10	101	8	6
COC(=O)Cc1ccc(Oc2ncc(C(F)(F)F)cc2Cl)cc1
 : 99	-13	0.5	1	11	-1	u	1	98	10	-6
Cn1nc(-c2ccccc2)c(CO)c1Oc1cccc(C(F)(F)F)c1
 : 101	-4	0.6	1	11	-4	95	3	100	23	-21
CC(=O)c1ccc(NC(=O)CN2C(=O)/C(=C/C=C/c3ccccc3)SC2=S)cc1
 : 100	-14	-1.3	-6	3	-3	104	11	100	13	-21
CC(=O)Nc1cc2c(=O)n(Cc3ccccc3)c(C)nc2cc1N1CCOCC1
 : 107	32	-0.8	20	37	-6	113	14	102	52*	x
CC(=O)c1sccc1NC(=O)c1ccccc1C(=O)O
 : 104	-4	x	x	x	x	u	3	102	8	5
O=C1C(Cl)=C(N2CCOCC2)C(=O)N1CCc1ccccc1
 : 108	-43	1.5	13	43	1	106	0	104	8	x
CCN1CCN(CC(=O)Nc2cc(C(F)(F)F)ccc2OCCOC)CC1
 : 97	12	x	x	x	x	u	13	97	x	-5
COc1ccc(C2CC(c3cccs3)=Nc3ccccc3S2)cc1OC (centres undefined)
 : 100	-2	4.2	5	19	-4	106	-2	93	17	x
O=C(N1CCOCC1)N1CCN(c2ccc(F)cc2)CC1
 : 101	12	0.6	4	33	-2	100	-1	102	15	x
CCC(C)(C)c1ccc(Oc2ccc(N)cc2)cc1
 : 101	-21	0.1	5	13	-2	100	6	108	13	-9
COCc1cc(C)[nH]c(=O)c1C#N
 : 99	7	0.1	0	31	-2	100	9	101	8	-23
N#Cc1nc(COc2ccccc2)oc1N1CCC(Cc2ccccc2)CC1
 : 103	-15	0.3	2	34	0	107	-11	101	18	x
O=C1NCCCC1C(=O)N1CCCCC1 (centres undefined)
 : 105	-12	0.2	-4	14	0	111	13	104	9	x
N#C/C(=C/c1ccc(N2CCOCC2)o1)C(=O)Nc1ccccc1
 : 159*[activator]	-37	0.6	3	21	4	198*[activator]	-23	104	55*	x
COc1ccc(C(=O)N/N=C/c2ccc3cccc(OCc4ccccc4)c3n2)cc1
 : 106	-10	-0.7	7	22	-1	103	-9	103	13	15
Cc1cccc(N(CC(=O)N/N=C/c2ccccc2C(=O)O)S(C)(=O)=O)c1C
 : 98	5	x	x	x	x	u	8	99	10	-7
COc1ccc(C(CC(=O)N2CCCCC2)NC(=O)C(F)(F)F)cc1 (centres undefined)
 : 105	-12	0.4	1	11	-1	u	-9	103	12	22
COc1ccc(NC(=O)C2CCC(CNS(=O)(=O)c3cccs3)CC2)cc1 (centres undefined)
 : 100	0	-0.1	23	13	-2	98	14	100	8	x
O=C(c1cc(F)ccc1F)C1CCCN(C(=O)c2ccco2)C1 (centres undefined)
 : 104	-6	0.8	1	18	-3	104	4	101	8	3
CCCOc1ccc(C(=O)CCN2CCCCC2)cc1
 : 94	27	1.0	5	19	0	95	6	95	8	x
Brc1ccc(/C=N/Nc2ccccc2)cc1
 : 99	-63	-1.1	-6	10	-3	99	6	104	3	21
Cc1cccc(NC(=S)N(c2ccccc2)C(C)C)c1C
 : 104	-33	0.5	5	11	0	105	7	100	12	-1
CC1(C)CC(=O)C=C(NCCN2CCN(C(=S)Nc3ccccc3)CC2)C1
 : 92	-26	x	x	x	x	u	-15	100	3	6
NS(=O)(=O)c1ccc(O)c(NC(=O)c2ccc([N+](=O)[O-])cc2)c1
 : 105	-14	1.0	3	15	1	106	4	104	10	2
Cc1cc(C)nc(NN2C(=O)/C(=C/c3ccc(O)cc3)SC2=S)n1
 : 103	-30	0.4	1	19	-1	104	16	98	28	x
CC1(C)Cc2cccc(OCC(=O)N3CCN(c4ccccc4)CC3)c2O1
 : 100	-26	0.1	0	12	-2	102	10	103	14	x
CCOC(=O)CCc1c(C)c(C#N)c2nc3ccccc3n2c1-n1cnc2ccccc21
 : 101	-27	1.1	4	10	1	102	-7	100	7	8
CCCn1c(CCC(=O)O)nc2cc(S(N)(=O)=O)ccc21
 : 99	-45	x	x	x	x	u	-3	102	x	-3
CCOc1nc(-c2ccc(OC)cc2)ccc1-c1noc(-c2cc(OC)c(OC)c(OC)c2)n1
 : 97	-60	-5.8	-5	27	-1	92	-16	98	17	x
COc1ccc(OCCn2cnc(Cl)c2Cl)cc1
 : 103	-7	x	x	x	x	u	-23	101	9	-14
Cc1cc(C)cc(N2C(=O)CC(n3nc(C)cc3C)C2=O)c1 (centres undefined)
 : 107	6	0.0	-1	37	0	110	14	103	4	x
NNC(=O)C1CC1c1ccc(Cl)cc1 (centres undefined)
 : 96	-37	0.1	0	13	-7	96	4	72	2	x
Cc1ccc(Nc2nc3c(c(=O)[nH]2)CCCC3)cc1
 : 103	-8	0.3	3	64	-6	103	4	103	7	x

Further entries.
Screens in order – RGS4-Gao reg	Mcl1 Bid PPI	ABCB1 block	ABCG2 inh	GSH fluor	Mcl-1 Bim block	RGS7-Gao	Mcl1 Noxa PPI	RGS8-Gao	Avidin bead fluor	Pf gamet viab
COc1cc(NC(=O)Cn2ncc(Cl)c(Cl)c2=O)c(C)cc1[N+](=O)[O-]
 : 96	-12	1.7	3	61	0	96	14	97	24	0
Nc1nnnn1/N=C/c1ccc(N2CCCCC2)c([N+](=O)[O-])c1
 : 103	-3	0.6	11	16	-3	100	29	98	18	x
Cc1ccc(SCC(=O)Nc2cccc(NC(=O)c3ccco3)c2)cc1
 : 102	-2	0.4	2	15	0	100	-5	102	21	x
Cc1ccc(NC(=O)c2sccc2-n2cccc2)c(C)c1
 : 96	-34	0.9	6	18	-4	99	7	101	35	x
COc1ccc(-c2cn3cc(C(=O)NN)ccc3n2)cc1
 : 103	-41	-0.1	2	9	3	100	13	99	9	4
CCNC(=S)Nc1cc(Cl)ccc1Oc1ccccc1
 : 95	-51	0.4	13	3	0	94	-8	97	13	x
CCN(C(=O)c1cccs1)c1nc(-c2ccc(OC)cc2)cs1
 : 97	-11	1.7	5	12	4	95	4	99	11	-7
COc1cc(OC)cc(C(=O)NC(=S)Nc2cc3oc4ccccc4c3cc2OC)c1
 : 98	-17	-0.6	-2	17	-4	95	14	98	17	1
CCCCS(=O)Cc1ccccc1 (centres undefined)
 : 102	-10	0.0	0	10	-1	102	-3	102	10	x
Cc1ccccc1OCCn1cc(C(=O)O)c2ccccc21
 : 105	-7	1.2	9	12	-2	105	5	109	25	-6
OC1C[N+]2(CCCCC2)C1
 : 106	-13	0.7	1	24	0	102	1	103	16	x
CCCC1S/C(=N/N=C/c2ccc(OC)cc2)N(Cc2ccccc2)C1=O (centres undefined)
 : 98	-11	0.8	10	13	0	102	14	100	10	24
O=C(NC12CC3CC(CC(C3)C1)C2)c1cccnc1
 : 99	-5	0.1	0	23	-1	101	4	102	36	4
Cc1cc(C)cc(N(CC(=O)NC2CCCC2)C(=O)C2(C)CC(=O)N=C3C=CC=CN32)c1 (centres undefined)
 : 103	-15	-0.1	0	16	0	102	-5	104	9	12
NC1=NC(=O)/C(=C/c2cn(CCC(=O)O)nc2-c2ccc(Cl)cc2)S1
 : 100	43	-0.7	-3	14	-6	105	72*	101	7	x
CC/C(=N/NC(=O)CNc1ccc(Cl)cc1C)c1ccccc1
 : 101	-21	0.1	17	12	-2	102	8	102	x	-13
CC1CC(C)CN(CCCn2c(=S)[nH]c3ccccc3c2=O)C1 (centres undefined)
 : 102	-13	0.7	2	45	9	101	24	102	5	x
CCC12CN3CCN(CC(C3)/C1=N\NC(=O)c1ccc(F)cc1)C2
 : 42*	-36	-0.4	0	13	-1	43*	4	55*	6	2
COc1ccc(CC(=O)Nc2cc(=O)n(C)c(=O)n2C)cc1OC
 : 102	-13	0.6	1	14	-10	101	10	101	13	-2
CN(CCCNC(=O)Cn1cc2c(n1)CCCC2)C1CCCCC1
 : 99	-3	0.9	4	14	-2	101	2	97	28	x
CCOc1ccc(C2C(C(=O)c3ccco3)=C(O)C(=O)N2Cc2cccnc2)cc1OC (centres undefined)
 : 99	22	1.0	2	29	0	99	14	101	4	x
Cc1cc(C)n(C(=O)c2ccc([N+](=O)[O-])c(Cl)c2)n1
 : 97	-29	-0.3	9	6	-6	94	0	90	7	x
